NOD2 inhibition – NOD2 signaling inhibitors, cell-based, luminescence, uHTS, HEK293 (AID 1566); HEK293 NOD2/NF-kB luciferase reporter, luminescence; higher % means a stronger effect; one-dose inhibition, % at 4 µM; EC50 in µM for titrated hits; 0.63% of 290,000 active; in the data active = inhibition above about 50%; also: many of its hits are not listed in these tables
Yfh1-off respiration – enhancers of respiration in Yfh1-depleted yeast, dose response, Friedreich's ataxia, plus single-dose screen (AID 1465); S. cerevisiae Yfh1-off respiration, WST-1 reduction, 72 h; higher fold induction means a stronger effect; one-dose fold induction at 50 µM; EC50 in µM for titrated hits; 0.074% of 220,000 active;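 active = fold induction of absorbance versus untreated yeast above a set limit, then at least 30% activation at any dose in follow-up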;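 also: activators that raise dye reduction in frataxin-depleted yeast; strong numbers were not always called active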
Insulin prom up – MIN6 insulin promoter up-regulation; MIN6 insulin promoter-GFP reporter, high-content imaging; stronger effect = higher value; z-score at 5 µM; 0.3% of 190,000 active;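 active = z-score above 3 at 5 µM with at least 500 cells counted in the well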
b-catenin transl – alters nuclear translocation of beta-catenin in HeLa cells | immunofluorescence imaging | nuclear translocation activity, % at 5 µM | 0.3% of 190,000 active;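 active = nuclear translocation activity above 50% at 5 µM, with a well cell count of 50 or more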;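 also: per-cell ratio of nuclear to cytoplasmic median beta-catenin stain intensity; plate controls were DMSO negative control for no effect and GSK-3 inhibitor IX positive control for full effect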
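Test system: human HeLa cells, native beta-catenin. Compound dosing: 5 µM primary single dose, 0.1% DMSO, 0.02–20 µM confirmation series. Incubation: compound exposure 24 h at 37°C. Detection: beta-catenin immunostaining with DAPI counterstain, 20x imaging, 6 fields/well. Read-out basis: Nuclear/cytoplasmic beta-catenin signal ratio, % activation.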
Autophagy HCS – modulators of autophagy; MEF GFP-LC3 puncta imaging; test concentration mostly 10 µM; calls only at 10 µM (by protocol); 0.98% of 190,000 active;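 active = percentage of spot-positive cells more than 3 SD above its plate mean, without a fluorescence outlier flag or 80% toxicity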;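 also: spot-positive cell cutoff set from DMSO-treated cells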
Hep lipid drop – modulators of hepatic lipid droplet formation; AML12 mouse hepatocytes, oleate lipid droplets, BODIPY imaging; inhibition, % at 6.5 µM; 0.4% of 240,000 active; AID 1656;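 active = lipid droplet intensity inhibited by at least 50%, with more than 500 cells counted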
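Material: mouse AML12 hepatocyte cell line, fixed after treatment; Timing: compound with oleate, overnight; Technique: high-content imaging of BODIPY-stained droplets and DAPI nuclei; Probe or stimulus: oleate, 100 µM final; Dosing: compound at 6.5 µM only.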
Dynein cargo inh – blocks dynein driven cargo transport along microtubules; z-score, hits read low; 3617.4 mouse cells, GR-EGFP nuclear translocation imaging; test concentration mostly 20 µM; stimulated with dexamethasone, 1 µM; stronger effect = lower value; 0.47% of 220,000 active; AID 1381;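 active = plate z-score of nuclear minus cytoplasmic receptor signal below a set negative limit, without overly bright fluorescence or cell loss, cut at about -3.5 in these data, passing the limit was not always enough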;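 also: z-score of nuclear minus cytoplasmic ring GR-EGFP intensity difference per well; some compounds called inactive have numbers as strong as hits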
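Buffer or medium – tet-free medium with charcoal-stripped serum · Signal – automated 10x imaging of fixed Hoechst-stained cells · Also added – dexamethasone agonist, 1.0 µM final, for 30 min · Incubation – induction 48 h, compound 1 h, agonist 30 min · Read-out – GR-EGFP nuclear translocation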
WT yeast gro inh – growth inhibition of WT yeast, mitochondrial fusion screen. mitochondrial fusion phenotypic screen, WT strain. inhibition, % at 10 µM. AID 1362. 2.1% of 190,000 active; in the data active = inhibition above about 58%; tested in S. cerevisiae
MT stabilize HCS – microtubule stabilization, imaging screen | HeLa tubulin immunostaining HCS, 24 h; share of cells brighter than vehicle mean+2SD | % tubulin-high responders, % at 10 µM | 0.83% of 200,000 active | AID 2205;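 active = plate Z-score above 3 for both tubulin-high and condensed-nucleus cell shares, with cell loss under 80%, at 10 µM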;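 also: anti alpha tubulin signal scored within the nucleus-defined area of each cell; some results filed as inactive read as strong as hits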
WT yeast gro inh mutant strain – recorded beside WT yeast gro inh, whose call it bears; inhibition, %; mitochondrial fusion phenotypic screen, mutant strain inhibition
Dynein cargo inh cytoplasmic EGFP – further read-out of Dynein cargo inh, marked with its call; z-score; measured here: cytoplasmic GR-EGFP intensity; stronger effect = higher value
Dynein cargo inh nuclear GR-EGFP – further read-out of Dynein cargo inh, marked with its call; z-score; measured here: nuclear GR-EGFP intensity;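 lower value marks the stronger effect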
Dynein cargo inh cell count – second read-out of Dynein cargo inh, no call of its own (marks repeat the call); z-score; measured here: cell count per field
Insulin prom up cell count – recorded beside Insulin prom up, whose call it bears; cell count; measured here: cytotoxicity, nuclei count;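 total cells summed across four imaged fields per well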
Hep lipid drop cells 6.5 µM – recorded beside Hep lipid drop, whose call it bears; cell count; measured here: cell count, cytotoxicity flag;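 cells counted across two imaged fields per well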
b-catenin transl cell count 5 µM – also measured in b-catenin transl; calls as there; cell count; measured here: cell count, cytotoxicity flag
MT stabilize HCS Hoechst-high % – also measured in MT stabilize HCS; calls as there; % Hoechst-high responders; measured here: nuclear condensation Hoechst responders;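 share of cells brighter than vehicle mean plus two SD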
MT stabilize HCS cytotoxicity % – second read-out of MT stabilize HCS, no call of its own (marks repeat the call); toxicity, %; measured here: cytotoxicity by cell density;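 0% = mean cell density of plate MIN control wells and 100% = no cells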
Autophagy HCS cell loss 18 h – second read-out of Autophagy HCS, no call of its own (marks repeat the call); toxicity, %; measured here: cell loss, nuclei count;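 cell loss after 18 h compound exposure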
* = called active by the depositor; i = inactive; nt = no result given; + = active, no number. This is a subset; rates above refer to the full screens.

SMILES	NOD2 inhibition	Yfh1-off respiration	Insulin prom up	Insulin prom up cell count	b-catenin transl	b-catenin transl cell count 5 µM	Autophagy HCS	Autophagy HCS cell loss 18 h	Hep lipid drop	Hep lipid drop cells 6.5 µM	Dynein cargo inh	Dynein cargo inh cytoplasmic EGFP	Dynein cargo inh nuclear GR-EGFP	Dynein cargo inh cell count	WT yeast gro inh	WT yeast gro inh mutant strain	MT stabilize HCS	MT stabilize HCS Hoechst-high %	MT stabilize HCS cytotoxicity %
COc1ccc(S(=O)(=O)N2CCOCC2)cc1NC(=O)CN1CCCC1	-8%	i	0.32	1587	-1.1	998	i	-9	-11	654	1.5	-0.098	0.69	-1.5	15	-4	1.4	1.3	3.0
CCOc1ccc(CC(=O)OCN2C(=O)c3ccccc3C2=O)cc1	4%	i	0.77	1480	-0.1	1283	i	-2	nt	nt	-0.24	-0.15	-0.8	-0.17	9	0	2.1	1.4	4.4
CC(C)(NO)/C(=N\O)c1ccccc1	9%	i	0.13	1351	3.8	800	i	-1	nt	nt	0.021	-0.21	0.13	-0.16	-6	-3	2.2	1.2	1.3
Cn1c(SCC(=O)c2ccc(F)cc2)nnc1-c1ccccc1N	1%	nt	0.02	1203	-7.2	879	i	-2	nt	nt	0.33	-0.19	0.13	0.038	6	14	3.1	2.3	0.1
COc1ccc(N2C3=C(C(=O)CC(C)(C)C3)C(c3cnn(C)c3)C3=C2CC(C)(C)CC3=O)cc1	26%	i	0.06	1459	-0.5	1334	nt	nt	-5	734	-0.73	-0.12	-0.61	1.2	nt	nt	nt	nt	nt
N#Cc1c(NC(=O)CSc2nnc(-c3ccncc3)n2CC2CCCO2)sc2c1CCCC2 (stereo not drawn)	-1%	i	nt	nt	-3.2	976	i	13	nt	nt	0.12	-0.2	0.044	-0.29	11	-1	1.6	1.8	15
N#Cc1c(NC(=O)CSc2ccccn2)oc(-c2ccccc2)c1-c1ccccc1	7%	i	-0.82	940	-2.9	1163	i	-2	11	775	2.4	0.016	1.2	-1.3	4	-6	1.7	1.3	8.4
NC(=O)C1(N2CCCCC2)CCN(c2nc(-c3ccccc3)cs2)CC1	15%	i	-0.78	829	-3.1	1029	i	-14	1	771	-0.98	-0.17	-0.26	-0.079	-5	1	4.8	1.6	2.8
COC(=O)c1ccc(C23CC4(C2)[C@H](CN(C)[C@@H]4c2ccccc2)C3c2ccccc2)cc1 (stereo partly drawn)	2%	i	0.21	762	-0.2	1380	nt	nt	37	761	-0.063	-0.77	-0.083	0.1	nt	nt	nt	nt	nt
COc1ccc(CNC(=O)Cn2cc(C(F)(F)F)ccc2=O)cc1	-7%	i	-0.07	1430	-1.2	1153	i	-22	-2	621	-0.13	-0.24	0.19	0.035	-6	-9	2.8	3.1	5.9
COc1ccc(O)c(C(c2c(C)[nH][nH]c2=O)c2c(C)[nH][nH]c2=O)c1	12%	i	-0.32	1364	1.0	924	i	-4	14	742	0.24	-0.26	0.64	0.15	-15	-5	4.6	2.4	6.4
CCc1ccccc1NC(=O)CSc1nc2n[nH]c(C)c2c(=N)n1-c1cccc(OC)c1	24%	i	-1.6	610	3.6	983	i	24	-9	735	0.071	-0.15	0.89	-1.4	-5	-1	3.4	1.3	6.9
C=CCn1c(=S)[nH]c2sc3c(c2c1=O)CCC3	7%	i	0.61	1123	0.1	881	i	-6	18	764	-0.6	-0.25	0.021	0.1	4	3	3.4	2.5	2.2
COc1cc(CNCc2ccccn2)ccc1OCc1ccc(Cl)cc1	16%	i	-0.87	1260	2.2	1074	i	22	12	697	-0.22	-0.18	-0.26	0.22	6	17	2.8	2.3	8.3
CS(=O)(=O)Nc1cccc(C2=NN(C(=O)c3ccccc3Cl)C(c3ccccc3O)C2)c1 (stereo not drawn)	28%	i	-0.33	1287	-2.6	534	i	1	0	621	-0.18	-0.32	-0.42	0.61	-1	-2	5.3	2.2	9.3
COc1ccc(OCC(=O)NN2Cc3ccccc3C2=N)cc1	13%	i	-0.42	847	nt	nt	i	29	-13	749	0.37	0.044	0.73	0.78	17	23	1.9	1.2	4.0
Cc1c(NC(=O)Cn2ccc([N+](=O)[O-])n2)c(=O)n(-c2ccccc2)n1C	9%	i	-0.4	1473	-2.5	1440	i	-30	nt	nt	1	-0.13	0.87	0.077	1	7	4.1	2.1	3.9
O=S(=O)(Nc1ccc2c(c1)CCC2)c1cccs1	1%	i	-0.32	1359	-0.1	1155	i	6	nt	nt	0.57	0.05	0.54	-0.002	4	-3	2.5	3.6	12
c1ccc(-n2ncc3c(NCc4ccco4)ncnc32)cc1	-72%	i	0.52	1222	nt	nt	i	-4	15	767	-0.65	-0.22	-0.1	-0.75	-8	-21	31	4.7	58
COc1ccc(C(=O)CN2C(=O)NC3(CCCCC3)C2=O)cc1OC	13%	i	0.05	1265	-0.4	1145	i	34	-8	727	-0.14	-0.38	-0.39	1.8	7	-5	4.1	1.1	5.8
Cc1ccccc1-c1nc(CS(=O)(=O)CC(=O)N2CCc3ccccc32)c(C)o1	17%	i	-0.28	1277	-3.8	1182	nt	nt	24	794	0.024	-0.023	0.38	-0.52	-2	2	1.4	3.4	8.4
COc1ccc2nc3oc(C(=O)NCc4cccs4)cc3cc2c1	-3%	i	nt	nt	nt	nt	i	-1	nt	nt	-0.38	-0.3	-0.078	-0.0049	1	-4	5.0	4.0	4.9
O=C1O/C(=C/c2ccccc2)N=C1c1ccccc1	-8%	i	0.02	1187	nt	nt	i	-4	-4	727	-0.99	-0.19	-0.8	0.14	-7	22	2.9	1.9	4.2
Cc1nc(Sc2nnnn2C)c2c3c(sc2n1)CCC3	nt	i	-1.3	1041	1.9	1110	+	49*	nt	nt	0.42	-0.15	0.41	-1.2	-1	7	3.8	3.2	10
CCOC(=O)C1=NNC2C(=O)N(Cc3ccccc3)C(=O)C12 (stereo not drawn)	-1%	i	0.79	932	0.2	1329	nt	nt	3	741	-0.22	-0.26	0.25	1.1	nt	nt	nt	nt	nt

Next part; it opens with the 3 that closed the last part.
SMILES	NOD2 inhibition	Yfh1-off respiration	Insulin prom up	Insulin prom up cell count	b-catenin transl	b-catenin transl cell count 5 µM	Autophagy HCS	Autophagy HCS cell loss 18 h	Hep lipid drop	Hep lipid drop cells 6.5 µM	Dynein cargo inh	Dynein cargo inh cytoplasmic EGFP	Dynein cargo inh nuclear GR-EGFP	Dynein cargo inh cell count	WT yeast gro inh	WT yeast gro inh mutant strain	MT stabilize HCS	MT stabilize HCS Hoechst-high %	MT stabilize HCS cytotoxicity %
O=C1O/C(=C/c2ccccc2)N=C1c1ccccc1	-8%	i	0.02	1187	nt	nt	i	-4	-4	727	-0.99	-0.19	-0.8	0.14	-7	22	2.9	1.9	4.2
Cc1nc(Sc2nnnn2C)c2c3c(sc2n1)CCC3	nt	i	-1.3	1041	1.9	1110	+	49*	nt	nt	0.42	-0.15	0.41	-1.2	-1	7	3.8	3.2	10
CCOC(=O)C1=NNC2C(=O)N(Cc3ccccc3)C(=O)C12 (stereo not drawn)	-1%	i	0.79	932	0.2	1329	nt	nt	3	741	-0.22	-0.26	0.25	1.1	nt	nt	nt	nt	nt
O=C(O)CCC(=O)N1N=C(c2c(-c3ccccc3)c3cc(Cl)ccc3[nH]c2=O)CC1c1cccs1 (stereo not drawn)	-4%	i	0.11	1320	-0.4	526	i	13	1	631	0.97	-0.15	0.63	-0.45	-5	-1	2.4	2.6	2.8
O=C(N/N=C/c1cc([N+](=O)[O-])ccc1O)NC12CC3CC(CC(C3)C1)C2	64%*	i	nt	nt	-0.8	963	i	-4	-4	452	-0.13	-0.32	-0.29	-0.1	-18	-13	3.7	1.7	1.7
Cc1cc(C)n(CC2CC(=O)N(c3ccc(Cl)c(Cl)c3)C2=O)n1 (stereo not drawn)	0%	i	nt	nt	nt	nt	i	-1	-5	676	-0.87	-0.17	-0.085	0.59	-1	3	2.8	3.4	4.9
COc1cccc(Nc2nc3ccc(OC)cc3s2)c1	-89%	i	0.16	1224	-0.6	1128	i	-8	20	689	0.33	-0.25	0.21	-0.41	23	-9	2.5	3.1	0.3
O=C(c1cc2nc(-c3ccc(Cl)cc3)cc(C(F)(F)F)n2n1)N1CCOCC1	18%	i	-0.44	1510	2.3	1045	i	-6	-33	764	-1.3	0.087	-0.64	0.66	-10	11	3.4	3.4	7.1
COc1cccc(C2C(=O)c3ccccc3C2=O)c1	-15%	i	-0.12	1498	-1.6	1188	nt	nt	12	697	-1.3	0.033	-0.63	-4.8	nt	nt	nt	nt	nt
Cc1ccc(Sc2ccc(NC(=O)c3ccc(S(C)(=O)=O)cc3Cl)cc2)cc1	-3%	i	nt	nt	nt	nt	i	15	nt	nt	0.58	-0.21	-0.45	-0.7	11	-6	2.5	2.5	8.1
CCCCn1c(NC(=O)c2ccccc2)c(C#N)c2nc3ccccc3nc21	30%	nt	2.9	1204	2.6	1375	i	10	nt	nt	0.68	2.2	1	-0.22	11	8	3.2	7.6	6.3
Cc1ccc(/C=N/n2c(C)n[nH]c2=S)o1	11%	i	-0.7	1519	0.7	1291	i	1	nt	nt	0.09	-0.21	-0.091	0.31	-11	9	2.8	1.7	4.3
COc1ccccc1N1CCN(C(=O)CCC(=O)O)CC1	-19%	i	nt	nt	0.2	1044	i	-16	5	697	-0.58	-0.17	-0.32	0.66	-6	-7	1.4	1.6	6.6

Source: PubChem (several laboratories)
